TexasRed autofl – Texas Red region autofluorescence; 59,000 compounds, 0.06% hits; Compound fluorescence, Texas Red channel, 547/618 nm; active compounds read high; max dye-equivalent concentration, M; AID 587; in the data active means max dye-equivalent concentration above about 10 nM; inconclusive means between about 1.1 nM and that limit
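qHTS profiling of intrinsic compound fluorescence; 100 mM Tris pH 8.0; 15 min RT; ex 547 / em 618 nm; response expressed as Texas Red dye-equivalent concentration from six-point plate standard.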
Casp1 inh – allosteric or competitive inhibitors of human caspase-1 | Caspase-1 enzyme, Ac-WEHD-AFC fluorogenic rate | AID 900 | 75,000 compounds, 0.03% hits | Potency, µM (doses to about 57.5 µM), for the others: at the highest dose activity change, negative = inhibition, actives largely listed as inhibitors;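 further: potency means the concentration at half of the fitted maximal effect; plate controls were vehicle for no effect and no substrate for full effect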
BRCT inh green – blocks human BRCA1 BRCT binding to phosphopeptide, green readout | Potency, µM (series often up to 76.9 µM), for the others: at the top dose activity change, negative = inhibition, most hits filed as inhibitors | 75,000 compounds, 0.05% hits | AID 875 | BRCA1 BRCT-phosphopeptide binding, green fluorescence polarization;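 further: potency means the concentration at half of the fitted maximal effect; plate controls were peptide without protein for full effect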
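Compounds were incubated for 12 min at room temperature with a complex of 100 nM fluorescein-tagged pBACH1 decapeptide and 250 nM His-tagged BRCT protein. Buffer was phosphate pH 7.3 with EDTA, DTT and Tween 20. Disruption of binding lowers the polarization signal.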
A350 fluor – A350 region autofluorescence. Compound autofluorescence, 340/450 nm, Alexa 350 dye-equivalents; active compounds read high. max dye-equivalent concentration, M. 59,000 compounds, 11% hits. AID 590; in the data active means max dye-equivalent concentration above about 10 nM; inconclusive means mostly about 1.1 nM to 9.6 nM
4MU fluor – compounds fluorescent in 4-MU spectral region; compound autofluorescence, 340/450 nm, 4-MU equivalents; active compounds read high; max dye-equivalent concentration, M; 59,000 compounds, 11% hits; in the data active means max dye-equivalent concentration above about 10 nM; inconclusive means mostly about 1.1 nM to 9.6 nM
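Compounds in 100 mM Tris, pH 8.0, incubated 15 min at room temperature, then fluorescence read at 340 nm excitation/450 nm emission. Signal converted to 4-MU dye-equivalent concentration using an on-plate six-point 4-MU standard curve.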
BRCT inh red – BRCT-phosphoprotein interaction inhibition (red fluorophore); P38398; BRCT-phosphopeptide binding, red fluorescence polarization; Potency, µM (top dose mostly 76.9 µM), inactives show at the top dose activity change, negative = inhibition, usual class: inhibitors; 75,000 compounds, 0.03% hits; AID 892; further: on the % scale 0 is the no-effect control and ±100 the full control effect
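Rhodamine-labelled pBACH1 10-mer (100 nM) bound to BRCT domain (100 nM) at pH 7.3; compounds incubated 12 min room temperature, polarization read. Free peptide defines full inhibition; unlabelled decapeptide titrated as control.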
Rhodamine fluor – rhodamine region autofluorescence | 59,000 compounds, 0.05% hits | max dye-equivalent concentration, M | Rhodamine-region fluorescence, 547/598 nm, Tris buffer; active compounds read high | AID 594; in the data active means max dye-equivalent concentration above about 11 nM; inconclusive means between about 1.1 nM and that limit
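Intensities are converted to rhodamine-equivalent concentration using a six-point rhodamine standard on each plate. Compounds sit 15 min at room temperature in 100 mM Tris buffer, pH 8.0; read uses the 547/598 nm excitation/emission pair.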
USP2a inh – blocks human ubiquitin-specific protease USP2a; O75604; USP2a enzymatic assay, qHTS inhibition; Potency, µM (titrated, usually from 38.3 µM), for inactives: at the top dose activity change, negative = inhibition, usual class: inhibitors; 60,000 compounds, 0.1% hits;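 further: potency means the concentration at half of the fitted maximal effect; nearly all actives have a fitted effect of over 60% in size; plate controls were DMSO for no effect and NEM full inhibition control for full effect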
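Coupled readout: USP2-cleaved Ub-PLA2 (20nM final) turns over NBD C6-HPC (20uM final), Ex 460nm/Em 535nm after 2.5 h, time-zero read flagging artifacts. Enzyme (20nM final, pH 8.0 Tris) given 30 min RT with compound first; NEM defines full inhibition.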
Fluorescein autfl – fluorescein region autofluorescence; Compound autofluorescence, 480/540 nm, fluorescein-equivalent; active compounds read high; max fluorescein-equivalent concentration, M; 59,000 compounds, 0.91% hits; AID 593; in the data active means max fluorescein-equivalent concentration above about 10 nM; inconclusive means between about 1.1 nM and that limit
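Compounds (23 nL) in 100 mM Tris pH 8.0, 15 min at room temperature, then fluorescence read at 480 nm excitation/540 nm emission. Signal converted to fluorescein-equivalent concentration from an on-plate fluorescein standard curve.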
Casp7 inh – blocks human caspase-7 allosterically or competitively; 75,000 compounds, 0.02% hits; Potency, µM (highest dose often 57.5 µM), for the others: at the highest dose activity change, negative = inhibition, usual class: inhibitors; recombinant caspase-7, Ac-DEVD-AFC fluorescence rate; P55210; active means well fitted inhibition curve with a large enough effect in the main read-out, with a control signal flat, not every such curve was filed as active; inconclusive means small, poorly fitted or top-dose-only effect, or a change in a side signal; further: potency means the concentration at half of the fitted maximal effect; % of control where 0% means no effect
HEK293 cAMP cs – parental HEK293 cAMP activation (counter-screen); parental HEK293 CNG cAMP sensor, membrane potential fluorescence; Potency, µM (series often up to 57.1 µM), without a hit: at the highest dose activation, actives largely listed as activators; 73,000 compounds, 2.5% hits; further: potency means the concentration at half of the fitted maximal effect; % of control where 0% means no effect; nearly all actives have a fitted effect of over 55% in size
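Parental HEK 293 cells stably expressing a modified CNG channel (no TSHR) report cAMP rise as membrane depolarization. Membrane potential dye with 100 uM RO 20-1724 was loaded for 60 min at room temperature, then compound added for 30 min; fluorescence read at 590 nm.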
Numbers without * were called inactive; i = inactive; ? = inconclusive; / = not tested or not shown; [ ] = dose if it differs, or a comment. Unless noted, the call rests on the fitted dose curve; in most records, active means well fitted curve in the direction sought with a large enough effect; inconclusive means small, poorly fitted or top-dose-only effect, or another doubt; inactive means no such curve, though single readings can be large; an effect the other way counts as inactive or inconclusive. The list is partial, so the mix of outcomes need not match the whole.

Every second line gives: TexasRed autofl	Casp1 inh	BRCT inh green	A350 fluor	4MU fluor	BRCT inh red	Rhodamine fluor	USP2a inh	Fluorescein autfl	Casp7 inh	HEK293 cAMP cs
Cc1cc(S(=O)(=O)Nc2cccnc2)c(C)s1
→ i	0%	0.2%	i	i	-1.4%	i	-6%	i	1%	2%
COC(=O)C1(S(=O)(=O)C2(C(=O)OC)CCCC2)CCCC1
→ ?	6%	-1.7%	i	i	1.0%	i	-5%	i	1%	7%
NS(=O)(=O)c1ccc(CCNc2cc(=O)n(Cc3ccc(F)cc3)c(=O)[nH]2)cc1
→ ?	-5%	1.5%	?	?	0.8%	i	15%	?	-3%	3%
Cc1ccc(S(=O)(=O)N2CCN(C(=O)C3CCCCC3)CC2)cc1
→ ?	2%	-0.5%	i	i	-0.1%	i	8%	i	0%	8%
CC(=O)N1C(=O)C2(C(C#N)=C(N)Oc3cc(C)oc(=O)c32)c2ccccc21 (stereo unspecified)
→ ?	0%	-1.7%	i	i	0.8%	i	0%	?	-2%	14%
Cc1cc(C)n(-c2ccc(F)cc2)c(=O)c1C(=O)O
→ i	2%	-0.7%	i	i	1.5%	i	0%	i	0%	9%
O=C(OCc1nnc(-c2ccc(Cl)cc2)o1)c1ccc(=O)n(Cc2ccccc2)n1
→ i	-3%	5.2%	i	?	2.6%	i	31%[activator]	?	-10%	17%
CC(C)C(=O)Nc1cc(=O)[nH]c2ncnn12
→ i	3%	-1.0%	i	i	0.4%	i	-5%	i	-1%	3%
Clc1ccc2c(NCCNC3CCCCC3)ccnc2c1
→ i	2%[11.5 µM]	-2.2%[15.4 µM]	i	i	-1.9%[15.4 µM]	i	/	?	2%[11.5 µM]	?
O=C(c1ccc(Br)o1)N(Cc1ccccc1)c1ccccn1
→ /	1%	-1.4%	/	/	-1.7%	/	3%	/	-12%	?
COc1cc(C(=O)NC2CCN(Cc3nnnn3Cc3cccs3)CC2)cc(OC)c1OC
→ i	-1%	2.8%	i	i	-1.8%	i	-9%	i	1%	0%
O=C(O)CC1SC(=Nc2cccc(C(F)(F)F)c2)NC1=O (stereo unspecified)
→ i	/	/	i	i	/	i	/	i	/	/
CN1CCCC(OC(=O)CCCC(=O)OC2CCCN(C)C2)C1 (stereo unspecified)
→ i	1%	-2.1%	i	i	1.6%	i	-3%	i	0%	0%
CCC(=O)N1CCc2cc(S(=O)(=O)NCCN3CCCCC3CC)ccc21 (stereo unspecified)
→ i	2%	-1.9%	i	i	-1.6%	i	9%	i	-2%	15%
CCOc1nc(C)ccc1-c1noc(-c2ccco2)n1
→ i	-1%	1.5%	i	i	-1.8%	i	-1%	?	0%	17%
CCOC(=O)C1=C(C)NC(C)=C(C(=O)OCC)C1C(=O)OCC(=O)c1ccc2c(c1)OCCO2
→ i	-13%	-0.9%	7.1e-08M*	5.7e-08M*	-0.8%	i	17%	?	-12%	8%
Cc1cccc(C)c1NS(=O)(=O)c1c(C)[nH]c(=O)[nH]c1=O
→ ?	0%	-0.7%	i	i	0.9%	i	-5%	i	0%	-1%
COC(=O)c1cccc2c1-c1ccccc1/C2=N/O
→ i	-3%	-1.1%	i	i	0.1%	i	-5%	i	-1%	29%
CS(=O)(=O)Cc1nc2ccccc2oc1=O
→ i	-3%	2.1%	i	i	-3.1%	i	-9%	i	4%	13%
O=C(CN(C1CC1)S(=O)(=O)c1ccc(S(=O)(=O)N2CCCCCC2)cc1)Nc1ccccc1
→ i	3%	-5.7%	i	i	0.7%	i	93%[activator]	?	0%	7%
C/C(CCN1CCc2nc(-c3ccccc3)c(-c3ccccc3)cc2C1)=N\O[C@@H](C)c1cn([C@@H]2COC[C@@H]2O)nn1
→ /	-2%[11.5 µM]	-0.7%[15.4 µM]	/	/	1.3%[15.4 µM]	/	/	/	-1%[11.5 µM]	1%[11.4 µM]
Cc1sc2nc(C3CC3)nc(NCCNS(C)(=O)=O)c2c1C
→ i	-1%	-3.5%	?	?	-1.0%	i	-5%	?	1%	8%
CCCn1nc(C(=O)Nc2cc(C(=O)OC)ccc2C)c2ccccc2c1=O
→ ?	2%	0.0%	1.4e-08M*	1.3e-08M*	-0.6%	i	0%	i	0%	?
CCc1sc(C(=O)NCc2cc(C)n(C)n2)cc1Br
→ /	-3%	-1.6%	/	/	1.1%	/	/	/	-2%	21%
O=C(COC(=O)c1cc(-c2ccco2)nc2ccccc12)NCc1ccc2c(c1)OCO2
→ ?	?	3.2%	1.4e-07M*	1e-07M*	0.4%	i	55%[activator]	i	?	?
CCc1ccc(OCc2nc(-c3ccccn3)no2)c(Br)c1
→ i	-2%	4.0%	i	i	2.2%	i	-4%	i	-3%	12%
N#Cc1ccc2c(c1)N(CCCN1CCC(O)CC1)c1ccccc1S2
→ /	-9%	-0.6%[3.08 µM]	/	/	-0.3%	/	19%	/	-18%	/
COc1cc(O)c(C(=O)/C=C\c2ccc3c(c2)OCO3)c(OC)c1
→ /	3%[11.5 µM]	1.5%[15.4 µM]	/	/	0.4%[15.4 µM]	/	/	/	-1%[11.5 µM]	-2%[11.4 µM]
Cc1cccc(-c2noc(CN(C(=O)C34CC5CC(CC(C5)C3)C4)C(C)C)n2)c1
→ i	1%	-1.1%	i	i	-5.9%	i	-29%	i	2%	24%
Cc1cccc(N2CCN(C(=O)C3CCN(c4nnc(-n5cccc5)s4)CC3)CC2C)c1 (stereo unspecified)
→ /	-5%	0.8%	/	/	-0.2%	/	/	/	-2%	?

(list continues)
Every second line gives: TexasRed autofl	Casp1 inh	BRCT inh green	A350 fluor	4MU fluor	BRCT inh red	Rhodamine fluor	USP2a inh	Fluorescein autfl	Casp7 inh	HEK293 cAMP cs
CC(=O)CCS(=O)(=O)c1ccc(C)c(C)c1
→ /	-3%	-0.9%	/	/	-0.7%	/	/	/	0%	7%
CN(Cc1ccco1)C(=O)Cn1c(=O)oc2cc(S(=O)(=O)NCc3ccccc3)ccc21
→ /	1%	-2.2%	/	/	0.5%	/	/	/	-1%	12%
Cc1cc(C)n(C(=O)CN2C(=O)c3ccccc3C2=O)n1
→ /	0%	-2.1%	/	/	0.1%	/	/	/	1%	-2%
Cc1ccc2c(c1)c1ncn(CCC3=CCCCC3)c(=O)c1n2C
→ i	-4%	0.0%	?	3.8e-08M*	-1.1%	i	2%	i	-2%	19%
FC(F)(F)c1nnc2ccc(NCn3nnc4ccccc43)nn12
→ i	-1%	0.0%	i	i	-0.8%	i	5%	i	0%	-2%
O=C(c1coc2ccccc2c1=O)N1CCN(c2cccc(C(F)(F)F)c2)CC1
→ ?	1%	1.1%	i	i	0.3%	i	4%	i	0%	2%
COc1ccc(/C(O)=C2/C(=O)C(=O)N(CCN3CCOCC3)C2c2ccc(C)cc2)cc1 (stereo unspecified)
→ /	-1%	-0.5%	/	/	0.3%	/	6%[7.66 µM]	/	-2%	1%[11.4 µM]
O=C(O)COc1ccc(OCCNC[C@@H](O)COc2ccccc2)cc1
→ /	1%	1.9%	/	/	-1.3%	/	/	/	0%	6%
COc1ccc(C(=O)Cn2c(N3CCOCC3)nc3c2c(=O)n(C)c(=O)n3C)cc1
→ ?	1%	-2.5%	i	i	-1.7%	i	5%	i	0%	-6%
CC(=O)C1=C(O)C(=O)N(CCc2c[nH]c3ccccc23)C1c1ccc(O)cc1 (stereo unspecified)
→ i	0%	0.0%	i	i	0.7%	i	20%	?	1%	-2%
O=C(NC(NCc1ccccn1)(C(F)(F)F)C(F)(F)F)c1ccco1
→ ?	-3%	0.6%	?	i	-0.1%	i	6%	i	-7%	3%
Nc1nc(SCC(=O)N2CCCc3ccccc32)n(-c2ccccc2)n1
→ /	1%	-0.5%	/	/	0.2%	/	/	/	-1%	10%
CCCCN(C)C(=O)c1sc2ncn(CC)c(=O)c2c1C
→ i	2%	1.2%	?	?	-1.2%	i	6%	i	0%	-2%
CN(Cc1ccco1)c1cc(-c2ccccc2Cl)ncn1
→ i	-3%	3.1%	i	i	0.2%	i	36%[activator]	?	-6%	16%
O=C(Cn1nnc(-c2ccccc2)n1)NCc1ccccc1
→ i	-2%	0.5%	i	i	-1.3%	i	0%	i	-1%	6%
O=C(Nc1ccc(Cl)c(Cl)c1)N1CCC(N2CCCCC2)CC1
→ i	1%	-0.9%	i	i	1.3%	i	-7%	?	-14%	-2%
Cn1c(Cn2c(=O)sc3ccccc32)nnc1SCC(=O)N1CCCc2ccccc21
→ /	-4%	-0.1%	/	/	-0.1%	/	/	/	0%	1%
C=CCn1c(N)c(C(=O)NCCC2=CCCCC2)sc1=S
→ i	-7%	0.8%	i	i	-1.2%	i	1%	i	-4%	-13%
CN1CCN(S(=O)(=O)c2cccc(C(=O)NC3CCCc4ccccc43)c2)CC1 (stereo unspecified)
→ i	3%	-1.3%	i	i	0.5%	i	15%	?	-1%	?
CC(=O)N1CCC[C@@]2(CCN(c3ncccn3)C2)C1
→ i	-4%	-4.4%	i	i	-0.4%	i	3%	i	0%	10%

Quoted at random: two records from the list
Every second line gives: TexasRed autofl	Casp1 inh	BRCT inh green	A350 fluor	4MU fluor	BRCT inh red	Rhodamine fluor	USP2a inh	Fluorescein autfl	Casp7 inh	HEK293 cAMP cs
O=C(O)COc1ccc(OCCNC[C@@H](O)COc2ccccc2)cc1
→ /	1%	1.9%	/	/	-1.3%	/	/	/	0%	6%
CN(Cc1ccco1)C(=O)Cn1c(=O)oc2cc(S(=O)(=O)NCc3ccccc3)ccc21
→ /	1%	-2.2%	/	/	0.5%	/	/	/	-1%	12%
